Rac1 wt GTP bind – alters GTP binding to wildtype human Rac1; P63000; GST-Rac1 beads, fluorescent GTP binding, flow cytometry; actives lie on both sides; 0 = cold GTP competed, 100 = untreated; GTP binding activity (% of control), % at 10 µM; actives 0.27% (n = 190,000);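 active = GTP binding activity at least 20 points away from the 100% control level, either lower or higher; inconclusive = compound flagged as likely green fluorescent, judged across all proteins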
Mcl1 Bid PPI – Mcl-1/Bid interaction inhibition; Q07820; TR-FRET Mcl-1/Bid-Dy647 peptide binding, 1536-well; inhibition, % at 21.7 µM; actives 0.97% (n = 220,000);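 active = compounds that cut the binding signal by more than half at the single screening dose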;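 note: His-tagged Mcl-1 with europium anti-His antibody binding Bid BH3 peptide; 0% = Mcl-1 plus peptide wells and 100% = peptide-only wells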
Target sequence (Q07820 whole entry, looked up): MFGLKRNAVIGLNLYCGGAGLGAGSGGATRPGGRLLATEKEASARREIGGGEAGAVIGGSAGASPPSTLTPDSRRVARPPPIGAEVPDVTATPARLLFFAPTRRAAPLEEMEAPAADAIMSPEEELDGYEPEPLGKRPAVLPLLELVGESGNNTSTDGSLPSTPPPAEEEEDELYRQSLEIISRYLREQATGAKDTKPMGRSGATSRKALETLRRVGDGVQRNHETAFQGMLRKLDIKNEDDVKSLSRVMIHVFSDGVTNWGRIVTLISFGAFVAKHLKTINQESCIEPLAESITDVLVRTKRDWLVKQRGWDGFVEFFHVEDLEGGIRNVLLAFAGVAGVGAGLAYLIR
Pf gametocyte – P. falciparum stage V gametocyte viability inhibition; P. falciparum stage V gametocytes, ATP luminescence, 24 h; inhibition, % at 10.9 µM; actives 0.065% (n = 150,000);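 active = inhibition above the mean plus 3 SD of compounds within the control limits, set per campaign, cut at about 38% in these data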;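 note: 0% = DMSO wells and 100% = medium only without gametocytes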
Rab2A wt mod – changes GTP binding to wildtype dog Rab2A, up or down; P61105; AID 760; GTP binding activity, % at 10 µM; GST-Rab2 wt beads, Bodipy-GTP binding, flow cytometry; actives 0.19% (n = 190,000);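 active = GTP binding activity at least 20 points away from 100%, either lowered or raised; inconclusive = signal likely due to the compound's own green fluorescence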;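 note: 0% = beads with excess unlabeled GTP and 100% = no-compound control corrected for plate trend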
Rab7 wt GTP bind – dog Rab7 wildtype GTP binding, inhibitors and activators; actives 0.055% (n = 190,000); GST-Rab7 beads, fluorescent GTP binding, flow cytometry; actives lie on both sides; untreated = 100%, excess cold GTP = 0%; GTP binding activity (percent of control), % at 10 µM; AID 758;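 active = fluorescent GTP binding to Rab7 beads changed by at least 20 points from the 100% baseline, either direction, mostly lower; inconclusive = compound itself probably fluorescent, or too few beads counted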;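 note: median green fluorescence of bound Bodipy-FL-GTP per Rab7 bead population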
RGS8-Gao – modulates binding of RGS8 to human Galphao | response (percent of control binding), % at 10 µM | multiplexed bead flow cytometry; actives lie on both sides | actives 0.34% (n = 220,000) | P09471; in the data active = response below about 60% or above about 140%; inactive = in between;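 note: Galphao activated as the GDP aluminium fluoride complex binding bead-coupled RGS8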
Target sequence (P09471 whole entry, looked up): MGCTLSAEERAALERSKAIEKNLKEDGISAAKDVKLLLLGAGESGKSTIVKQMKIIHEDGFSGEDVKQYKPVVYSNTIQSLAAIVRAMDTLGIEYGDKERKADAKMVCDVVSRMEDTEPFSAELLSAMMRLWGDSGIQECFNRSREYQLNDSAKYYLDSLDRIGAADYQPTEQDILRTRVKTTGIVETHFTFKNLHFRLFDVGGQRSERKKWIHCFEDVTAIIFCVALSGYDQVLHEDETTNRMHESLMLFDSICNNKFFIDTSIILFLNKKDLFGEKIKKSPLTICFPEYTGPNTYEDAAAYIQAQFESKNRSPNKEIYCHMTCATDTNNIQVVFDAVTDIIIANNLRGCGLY
Cdc42 wt GTP – human Cdc42 wildtype GTP binding change, either direction; P60953; percent activity (GTP binding), % at 10 µM; actives 0.2% (n = 190,000); GST-Cdc42 beads, Bodipy-GTP binding, flow cytometry; actives lie on both sides; AID 761;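 active = percent activity GTP binding at least 20 points away from the 100% baseline, either down as inhibitor or up as activator; inconclusive = compound flagged as likely green fluorescent from well-wide comparison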;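 note: median bead fluorescence of bound Bodipy-FL-GTP at 100 nM; 0% = excess unlabeled GTP control and 100% = no compound control; below 100% means less GTP binding so inhibitor and above means activator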
Target sequence (P60953 whole entry, looked up): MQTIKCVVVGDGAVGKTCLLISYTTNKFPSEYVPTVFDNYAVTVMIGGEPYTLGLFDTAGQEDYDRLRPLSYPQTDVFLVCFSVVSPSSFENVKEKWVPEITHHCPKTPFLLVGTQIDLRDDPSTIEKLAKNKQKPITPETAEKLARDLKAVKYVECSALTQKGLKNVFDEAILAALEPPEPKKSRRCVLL
Rac1 mut GTP – human Rac1 activated mutant GTP binding change; GST-Rac1 activated beads, fluorescent GTP binding, flow cytometry; actives lie on both sides; 100% means binding = to untreated wells; actives 0.11% (n = 190,000); P63000; percent activity (GTP binding), % at 10 µM;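 active = GTP binding at least 20 percentage points away from the 100% baseline, in either direction, so actives lie on both sides; inconclusive = Compound likely fluorescent itself, or too few beads counted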
HRas wt GTP – modulators of GTP binding to human HRas wildtype; P01112; GTP binding activity, % at 10 µM; actives 0.14% (n = 190,000); GST-Ras wt beads, Bodipy-FL-GTP binding, flow cytometry; actives lie on both sides;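 active = GTP binding activity at least 20% away from the 100% baseline, either lowered as inhibitor or raised as activator; inconclusive = flagged as likely green fluorescent, judged across all proteins in the well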;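 note: 0% = unlabeled GTP competition control and 100% = no-compound control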
Target sequence (P01112 whole entry, looked up): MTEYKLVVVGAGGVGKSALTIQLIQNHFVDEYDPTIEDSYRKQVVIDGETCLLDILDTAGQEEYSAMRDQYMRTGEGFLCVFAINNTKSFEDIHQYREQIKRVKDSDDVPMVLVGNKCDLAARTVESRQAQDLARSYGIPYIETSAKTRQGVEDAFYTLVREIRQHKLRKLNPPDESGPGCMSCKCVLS
Mcl-1 Bim block – inhibitors of Bim-Mcl-1 interaction, human. Q07820. Bead-based flow cytometry, Bim peptide-Mcl-1 binding. inhibition, % at 10 µM. actives 0.1% (n = 190,000); in the data active = inhibition above about 40%;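 note: 0% = no compound tracer wells and 100% = peptide blocker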
Mcl1-Noxa inh – disrupts binding of human Mcl-1 to Noxa peptide. Q07820. TR-FRET Mcl-1/Noxa peptide binding, 2 h. inhibition, % at 21.7 µM. actives 1.5% (n = 220,000);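 active = compounds that cut the protein-peptide binding signal by more than 50% relative to plate controls in a single-dose test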;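 note: His-tagged Mcl-1 with rhodamine Noxa BH3 peptide and terbium anti-His antibody; 0% = Mcl-1 plus Noxa peptide wells and 100% = peptide-only wells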
Starred values were filed as active, the others as inactive; ? = inconclusive; nt = not tested or not shown; & = joins results of further samples. An excerpt (hit frequency here may not be typical).

SMILES | Rac1 wt GTP bind | Mcl1 Bid PPI | Pf gametocyte | Rab2A wt mod | Rab7 wt GTP bind | RGS8-Gao | Cdc42 wt GTP | Rac1 mut GTP | HRas wt GTP | Mcl-1 Bim block | Mcl1-Noxa inh
COCCN1Cc2cc(=O)n3c([nH]c4ccccc43)c2C1=N | ? | -40 | 8 | ? | ? | 100 | ? | ? | ? | 2 | 19
COc1ccc(CCn2c(O)c(C=NCCCN(C)C)c(=O)[nH]c2=O)cc1OC | 103 | -20 | -20 | 99 | 102 | 101 | 101 | 101 | 100 | 0 | 12
COc1ccc(CN2CCCC(C(=O)c3ccccc3SC)C2)cc1O (stereo not drawn) | 104 | -12 | -8 | 99 | 96 | 102 | 101 | 97 | 98 | -3 | 2
O=C(Nc1ccccc1)c1cccn(Cc2ccccc2)c1=O | 98 | -38 | 26 | 95 | 97 | 101 | 98 | 97 | 96 | -3 | 5
O=C1C2CCN(CC2)C1Cc1ccc(OCCOc2ccccc2)cc1 (stereo not drawn) | 101 | -2 | nt | 101 | 96 | 98 | 105 | 99 | 101 | 0 | 6
COc1ccc(C(=O)C2CN(C)CC2C(=O)c2ccc(OC)cc2)cc1 (stereo not drawn) | 97 | -3 | 3 | 95 | 90 | 102 | 100 | 94 | 96 | -5 | 9
CCC(COC(=O)NC)NC(=O)Oc1ccccc1 (stereo not drawn) | 104 | -9 | nt | 104 | 103 | 101 | 105 | 102 | 103 | -2 | -9
CC1CN=C(NCc2ccccc2)S1 (stereo not drawn) | 93 | -4 | nt | 94 | 99 | 99 | 97 | 94 | 96 | 2 | 16
C#CCN(C)C(C)Cc1ccccc1 (stereo not drawn) | 103 | 13 | nt | 102 | 101 | 90 | 105 | 101 | 102 | 1 | 9
CC(C)N1C(=O)CC2(CC[N+](C)(CCOC(=O)C(O)(c3ccccc3)c3ccccc3)CC2)C1=O (stereo not drawn) | 108 | -5 | nt | 102 | 105 | 32* | 104 | 101 | 101 | -1 | 19
CC1CC2(O)c3nonc3CCC2N1O (stereo not drawn) | 104 | -18 | 2 | 99 | 100 | 108 | 100 | 101 | 102 | 3 | 24
COc1ccc(-n2c(=O)[nH]c3ccccc3c2=O)c(OC)c1 | 99 | 4 | nt | 96 | 96 | 99 | 97 | 97 | 98 | -3 | 21
Cc1ccc(C(=O)n2cc(CCN3CCS(=O)(=O)CC3)c3ccccc32)cc1 | ? | -9 | 22 | ? | ? | 102 | ? | ? | ? | 2 | -9
COc1ccc2c(c1)c(C(=O)CN1CCN(C)CC1)c(C)n2Cc1ccccc1 | 99 | -79 | 4 | 96 | 95 | 102 | 104 | 99 | 98 | -3 | 29
Cc1ccc2c(c1)C1CN(C)CCC1N2C(=O)c1ccco1 (stereo not drawn) | 106 | -3 | -22 | 105 | 102 | 101 | 103 | 100 | 103 | -1 | 33
Cc1ccc(CC(=O)N2CCN(Cc3ccccc3)CC2)cc1 | 98 | -11 | nt | 101 | 98 | 97 | 99 | 97 | 98 | -1 | 3
CCCCn1c(O)c(C=NC2CCCCC2N)c(=O)[nH]c1=O (stereo not drawn) | 105 | -29 | nt | 99 | 97 | 102 | 102 | 101 | 100 | 1 | -4
CC(C)Oc1cccc(C(=O)C2CCCN(Cc3ccon3)C2)c1 (stereo not drawn) | 100 | -23 | -74 | 95 | 98 | 96 | 97 | 95 | 95 | 0 | 1
CCCC(C)C1(CC)C(=O)NC(=Nc2ccc(OC)cc2)NC1=O (stereo not drawn) | 103 | -4 | nt | 99 | 97 | 99 | 100 | 100 | 98 | -4 | -6
COC(=O)C1=CCCN(C)C1 | 99 | 5 | nt | 99 | 99 | 21* | 98 | 97 | 98 | -1 | 15
CN1CCN(c2ccc([N+](=O)[O-])c(SCCO)c2)CC1 | 97 | -34 | -7 | 94 | 96 | 101 | 95 | 95 | 96 | -1 | 15
CN(C)C(=O)NC(O)C(Cl)(Cl)Cl (stereo not drawn) | 107 | -44 | 2 | 101 | 102 | 106 | 102 | 100 | 100 | -3 | -17
CNC(=O)OCc1n(C)cc[n+]1C | 105 | 87* | 9 | 104 | 99 | 102 | 102 | 101 | 104 | -4 | -18
CCN1CCN(c2ccc([N+](=O)[O-])cc2C(=O)OC)CC1 | 99 | -18 | -11 | 100 | 100 | 102 | 98 | 97 | 99 | 0 | -1
Cc1cccnc1-n1c(-c2ccccc2)nc2ccccc2c1=O | ? | -7 | 32 | ? | ? | 102 | ? | ? | ? | -5 | -6
CN1CC(C(=O)c2ccc(F)cc2)C(c2c(F)cccc2Cl)C1 (stereo not drawn) | 92 | -25 | 14 | 98 | 96 | 99 | 95 | 97 | 91 | -3 | 9
CCCCOc1ccc(CN2CCN(CC)CC2)cc1 | 107 | 18 | nt | 103 | 104 | 102 | 104 | 103 | 103 | 0 | 20
OCCNc1c2c(nc3ccccc13)CCCC2 | 99 | -8 | nt | 98 | 100 | 103 | 98 | 97 | 98 | 1 | -11
CC(=O)Nc1ccc(S(=O)(=O)NC(CC(=O)N2CCC3(CC2)OCCO3)C(C)C)cc1 (stereo not drawn) | 95 | -4 | -26 | 98 | 99 | 96 | 97 | 94 | 99 | -2 | 14
Cc1[nH]c2ccccc2c1CCN | 101 | -30 | 0 | 102 | 99 | 106 | 102 | 101 | 102 | -4 | -8
COc1ccc(CCNCc2sccc2C)cc1OC | 95 | -4 | -16 | 95 | 91 | 102 | 93 | 95 | 96 | 5 | -2
CN(C(=O)Oc1ccc([N+](=O)[O-])cc1)c1ccccc1 | 107 | -37 | -4 | 102 | 104 | 91 | 102 | 103 | 102 | 6 | -10
Cc1cccc(-n2c(O)c(C=Nc3ccc(S(N)(=O)=O)cc3)c(=O)[nH]c2=O)c1 | 92 | -27 | nt | 97 | 101 | 107 | 93 | 92 | 93 | 2 | -5
CCC(=NCCN1CCOCC1)c1c(O)n(-c2ccccc2C)c(=O)[nH]c1=O | 102 | -16 | 0 | 100 | 99 | 110 | 100 | 99 | 98 | -3 | 11
COc1cc(Br)cc(CN2CCN(C)CC2)c1O | 110 | 10 | nt | 98 | 99 | 99 | 105 | 99 | 105 | 3 | 25
O=[N+]([O-])c1ccc(N2CCNCC2)cc1N1CCCCCC1 | 97 | -24 | -16 | 98 | 103 | 99 | 94 | 96 | 97 | -2 | 24
CCCC[n+]1cc(/N=C(\[O-])OC)on1 | 110 | -5 | nt | 101 | 99 | 102 | 108 | 101 | 103 | 0 | 9
C=CCn1c(O)c(C(C)=NCCc2ccccc2)c(=O)[nH]c1=O | 105 | 4 | 2 | 99 | 104 | 102 | 104 | 98 | 102 | 0 | 14
CCCCN1C(=O)/C(=C/C=C/c2ccco2)C(=O)NC1=S | 93 | 76* | 4 | 92 | 95 | 92 | 95 | 91 | 93 | -1 | 96*
CC1CCCN(CC(=O)c2ccc(Cl)c(Cl)c2)C1 (stereo not drawn) | 98 | -30 | 14 | 100 | 93 | 103 | 98 | 94 | 99 | -3 | 8
CCN(c1ccc(C(O)(C(=O)OC)C(F)(F)F)cc1)S(=O)(=O)c1ccc(C)cc1 (stereo not drawn) | 108 | 1 | nt | 103 | 103 | 100 | 105 | 100 | 105 | 3 | -4
CCN(C(=O)CN1CC=C(c2ccccc2)CC1)c1c(N)n(Cc2ccccc2)c(=O)[nH]c1=O | 95 | -45 | nt | 94 | 94 | 104 | 97 | 98 | 95 | 0 | 13
CCCCCCn1c(N)c(C(=O)NCCN2CCOCC2)c2nc3ccccc3nc21 | 101 | -7 | nt | 97 | 99 | 102 | 100 | 99 | 98 | -2 | -6
C=CCn1c(O)c(/C=C/C=Nc2ccccc2)c(=O)[nH]c1=O | 110 | -50 | 10 | 101 | 103 | 99 | 107 | 100 | 101 | 0 | -12
CC(C)n1cc(C(=O)N(CC(=O)NC(C)(C)C)Cc2ccccc2)cn1 | 109 | -6 | nt | 106 | 104 | 101 | 105 | 102 | 104 | 2 | 3
Cc1cccc(-n2c(-c3cccs3)nc3ccccc3c2=O)c1 | 102 | 58* | 21 | 99 | 98 | 98 | 103 | 100 | 101 | -1 | 46
Cc1cccc(N2CCc3c2nc2ccccc2c3N)c1 | 95&104 | 26&-15 | 7 | 92&100 | 96&97 | 102&104 | 96&102 | 93&99 | 96&99 | 0&2 | 31&27
CC(=O)OC1(c2ccccc2)CCN(C)C2CCCCC21 (stereo not drawn) | 103 | 15 | nt | 101 | 98 | 103 | 101 | 99 | 100 | -4 | 9
CCc1ccc(N2C(=O)NC(=O)C(CCc3ccncc3)(CCc3ccncc3)C2=O)cc1 | 104 | -11 | nt | 99 | 99 | 100 | 105 | 100 | 100 | -3 | 8
CCC(=NCC1CCCO1)c1c(O)n(-c2ccccc2)c(=O)[nH]c1=O (stereo not drawn) | 94 | 15 | nt | 94 | 94 | 101 | 95 | 94 | 94 | -2 | 1
CN(C)c1ccc(C=C2C(=O)NC(=S)NC2=O)cc1[N+](=O)[O-] | 98 | -11 | -4 | 96 | 97 | 100 | 95 | 95 | 91 | -2 | 65*
O=C1NC(=O)C(CCc2ccncc2)(c2ccccc2)C(=O)N1 | 100 | 9 | nt | 99 | 99 | 102 | 99 | 99 | 98 | 1 | 0
Cc1cc(C)c(C2=NOC(O)(C(F)(F)F)C2)c(=O)[nH]1 (stereo not drawn) | ? | -4 | 8 | ? | ? | 104 | ? | ? | ? | 0 | 7
COc1ccc(C(CC(=O)N2CCC3(CC2)OCCO3)NS(=O)(=O)c2ccc(OC)cc2)cc1 (stereo not drawn) | 108 | 5 | -9 | 104 | 104 | 99 | 105 | 103 | 105 | 0 | -4
O=C(c1cc(Br)ccc1Cl)N1CCC2(CC1)OCCO2 | 107 | -2 | 3 | 103 | 102 | 103 | 105 | 99 | 102 | -3 | -5
CCCCCCn1c(=O)c(C(=O)Nc2cnccn2)c(O)c2ccccc21 | 95 | 0 | 10 | 95 | 97 | 102 | 94 | 88 | 93 | -3 | 27
O=c1[nH]c(=O)n(CCc2ccccc2)c(O)c1C=NCc1ccc2c(c1)OCO2 | 104 | 67* | 12 | 103 | 104 | 102 | 101 | 101 | 102 | -1 | -103
FC(F)(F)c1ccc2c(c1)ncn2C1CCN(Cc2nnnn2C2CCCCC2)CC1 | 96 | -3 | nt | 98 | 99 | 99 | 103 | 97 | 100 | -1 | -5
CC[N+](CC)(CC)CCCCCCCCCC[N+](CC)(CC)CC | 108 | -9 | nt | 106 | 101 | 103 | 107 | 100 | 104 | 2 | -15
CCc1ccc(CN2CCCC(C(=O)c3sccc3C)C2)o1 (stereo not drawn) | 101 | -41 | -6 | 98 | 99 | 103 | 98 | 99 | 97 | 0 | 3
O=P(O)(O)C#Cc1ccccc1 | 109 | 96* | nt | 104 | 106 | 97 | 108 | 102 | 105 | -4 | 12
